HEK293 tox: kills HEK 293 cells; hit rate 6.6% among 94,000; Potency, µM (highest dose often 115 µM), inactives show at the top dose activity change, negative = cytotoxicity, most hits filed as inhibitors; AID 1345083; HEK 293 viability, ATP luminescence (CellTiter-Glo), 48-72 h; note: potency is the fitted concentration of half-maximal effect; nearly all actives have a fitted effect of over 60% in size
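HEK 293 cells seeded at 250 cells/well were exposed to compound for 48 or 72 hr at 37 degree Celsius. Viability taken as ATP content by CellTiter-Glo luminescence.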
GPT2 inh: blocks human glutamate pyruvate transaminase 2. Q8TD30. Recombinant GPT2, coupled pyruvate oxidase/HRP Amplex Red fluorescence. Potency, µM (titrated, usually from 57.7 µM), without a hit: at the top dose activity change, negative = inhibition, hits mostly inhibitors. hit rate 0.25% among 100,000; note: potency is the fitted concentration of half-maximal effect; nearly all actives have a fitted effect of over 60% in size; many of its hits are not listed in these tables
Target sequence (Q8TD30 whole entry, looked up): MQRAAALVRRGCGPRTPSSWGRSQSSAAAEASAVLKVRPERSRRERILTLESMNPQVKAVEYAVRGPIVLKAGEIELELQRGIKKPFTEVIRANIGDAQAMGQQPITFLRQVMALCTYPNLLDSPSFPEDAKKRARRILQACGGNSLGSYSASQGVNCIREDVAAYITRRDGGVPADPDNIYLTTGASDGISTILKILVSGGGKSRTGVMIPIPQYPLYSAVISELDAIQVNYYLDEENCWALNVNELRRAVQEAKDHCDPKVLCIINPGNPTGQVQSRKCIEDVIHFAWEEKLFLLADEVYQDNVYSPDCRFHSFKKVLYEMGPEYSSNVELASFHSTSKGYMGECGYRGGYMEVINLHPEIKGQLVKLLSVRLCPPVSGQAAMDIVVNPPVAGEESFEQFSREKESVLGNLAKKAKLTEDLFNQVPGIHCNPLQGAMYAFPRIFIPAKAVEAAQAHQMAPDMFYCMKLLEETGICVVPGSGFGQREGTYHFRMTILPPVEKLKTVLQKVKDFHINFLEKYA
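Fluorescence read-out: pyruvate from GPT2 turnover coupled to pyruvate oxidase, HRP and Amplex Red (0.2mM ThPP, 0.2U/mL PO and HRP, 50uM Amplex final). Substrates 250uM a-KG, 2mM L-alanine; enzyme 10ng/uL; 30 min RT.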
SNCA expr inhib: reduces expression of the alpha-synuclein gene; HEK-293 SNCA-luciferase knock-in, luminescence, 24 h; Potency, µM (series often up to 57.2 µM), inactives show at the top dose activity change, negative = inhibition, hits mostly inhibitors; hit rate 0.17% among 140,000;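 note: potency is the fitted concentration of half-maximal effect; plate controls were DMSO cells for no effect and cell-free wells for full effect; nearly all actives have a fitted effect of over 45% in size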
IP6K1 inhibitor: blocks human inositol hexakisphosphate kinase 1; Q92551; IP6K1 kinase, ADP-Glo luminescence, 2 h; stronger effect = lower value; activity change, % (series mostly up to about 58 µM); hit rate 0.81% among 140,000; in the data active = activity change below about -25%
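ADP-Glo luminescence measures ADP made by human IP6K1 during a 2 h RT reaction with ATP/IP6 (mix at 1.3 mM/130 uM); top library doses 57.5 and 19.1 uM final.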
3T3 cytotox: NIH 3T3 cell cytotoxicity; NIH 3T3 viability, CellTiter-Glo ATP luminescence, 48-72 h; Potency, µM (top dose mostly 96.7 µM), for the others: at the highest dose activity change, negative = cytotoxicity, most hits filed as inhibitors; hit rate 4.3% among 94,000; AID 1345082; note: potency is the fitted concentration of half-maximal effect; nearly all actives have a fitted effect of over 55% in size
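Cytotoxicity was measured by CellTiter-Glo ATP luminescence after 48 or 72 h compound exposure at 37 °C. Mouse NIH 3T3 fibroblasts were seeded at 400 cells/well and dosed by 23 nL pin transfer.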
SNCA viab count: counter-screen for SNCA expression inhibitors: cell viability; Potency, µM (highest dose often 57.1 µM), for inactives: at the highest dose activity change, negative = cytotoxicity, most hits filed as cytotoxic; AID 1671193; HEK-293-SNCA-luc viability, GF-AFC fluorescence, 24 h; hit rate 0.12% among 150,000;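 note: potency is the fitted concentration of half-maximal effect; 0% = DMSO-treated cells and -100% = medium-only wells without cells; nearly all actives have a fitted effect of over 30% in size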
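Cytotoxicity counterscreen: after 24 h compound treatment of genome-edited SNCA-luciferase HEK-293 cells, live-cell protease substrate GF-AFC read by fluorescence after 30 min; activity scaled between DMSO (0%) and medium-only (-100%), curves Hill-fitted.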
Luciferase inh: inhibitors of firefly (Photinus pyralis) luciferase. P08659. purified P. pyralis luciferase, luminescence, biochemical. Potency, µM (doses to about 115 µM), inactives show at the highest dose activity change, negative = inhibition, usual class: inhibitors. hit rate 2.5% among 76,000. AID 1347043; note: potency is the fitted concentration of half-maximal effect; nearly all actives have a fitted effect of over 65% in size
Target sequence (P08659 whole entry, looked up): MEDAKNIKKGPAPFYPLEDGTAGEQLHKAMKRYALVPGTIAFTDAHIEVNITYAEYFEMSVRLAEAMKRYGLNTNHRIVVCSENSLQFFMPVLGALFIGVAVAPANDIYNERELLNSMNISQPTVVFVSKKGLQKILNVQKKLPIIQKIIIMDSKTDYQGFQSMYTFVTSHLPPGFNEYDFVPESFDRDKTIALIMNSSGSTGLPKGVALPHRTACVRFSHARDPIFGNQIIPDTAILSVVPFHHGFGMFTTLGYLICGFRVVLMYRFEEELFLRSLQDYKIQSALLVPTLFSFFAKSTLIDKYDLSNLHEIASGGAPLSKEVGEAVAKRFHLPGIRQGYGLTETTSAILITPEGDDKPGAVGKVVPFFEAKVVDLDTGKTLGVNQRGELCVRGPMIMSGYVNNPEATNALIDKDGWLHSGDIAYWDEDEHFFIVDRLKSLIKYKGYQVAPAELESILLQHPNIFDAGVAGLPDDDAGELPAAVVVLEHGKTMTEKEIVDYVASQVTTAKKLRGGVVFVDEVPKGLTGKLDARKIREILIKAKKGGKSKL
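Cell-free enzyme assay, 10nM P. pyralis luciferase, luciferin and ATP each at 10uM. Inhibition profiled over a 6-point titration, read as luminescence.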
Starred values were filed as active, the others as inactive; i = inactive; ? = inconclusive; / = not tested or not shown; & = joins results of further samples; [ ] = another dose, or the depositor's remark. Unless noted, calls come from the whole dose curve; as a rule, active = well fitted curve in the direction sought with a large enough effect; inconclusive = small, poorly fitted or top-dose-only effect, or another doubt; inactive = no such curve, though single readings can be large; an effect the other way counts as inactive or inconclusive. Unless noted, % is set by controls: 0 for no effect and ±100 for the full control effect.

Values run as follows: HEK293 tox	GPT2 inh	SNCA expr inhib	IP6K1 inhibitor	3T3 cytotox	SNCA viab count	Luciferase inh
COc1cccc(OCc2cc(=O)n3c(-c4ccccc4)csc3n2)c1
 : /	/	73%[activator]	21	/	-26%	/
O=C(O)CCC(=O)N1Cc2ccccc2CC2(CCCCN2CC2CCOCC2)C1 (stereo not drawn)
 : -4%	i	-20%	-13	-2%	8%	/
COC(=O)N(C)Cc1cccc(N2CCN(C(C)c3ccccc3)CC2)c1F (stereo not drawn)
 : ?	/	/	7	?	/	/
COc1ccc(C(=O)NCC(c2cccnc2)N2CCc3ccccc32)cc1OC (stereo not drawn)
 : /	/	-10%	2	/	-13%	/
CN(C)C(=O)c1ccc(OC2CCN(C(=O)c3cccc(Cl)c3)CC2)nc1
 : -13%	-1%	6%	22	-19%	10%	12%
O=C(CC1CCCCC1)NCC(=O)N1CCCCCCNC(=O)CC1c1ccccc1 (stereo not drawn)
 : 2%	i	-14%	-4	1%	-5%	5%
Clc1ccc2ncc(-c3cccc(NC4CNC4)n3)n2c1
 : /	?	0.61µM*	-4	/	-30%&4%	/
O=C([C@@H]1C[C@H](Oc2cccnc2)CN1C(=O)CCc1ccccc1)N1CCOCC1
 : i	i	-6%	0	i	?	-5%
Cc1ccc(CN2CCc3oc(C)c(C(=O)NC4CCCC4)c3C2)cc1
 : ?	i	-18%	6	-40%	7%	-6%
COCC(=O)N1CCC(Oc2ccccc2C(=O)N2CCN(C)C(=O)[C@@H]2C)CC1
 : -2%	-13%	-19%	9	-2%	0%	-2%
COc1ccccc1CNC1(Cc2cc(-c3ccccn3)on2)COC1
 : -14%[172 µM]	i	1%[87.6 µM]	0	-26%[174 µM]	-12%[87.6 µM]	-12%[172 µM]
CNS(=O)(=O)c1ccc(NC(=O)c2cnn3c(C(F)F)cc(-c4ccccc4)nc23)cc1
 : /	/	5%	24	/	-3%	/
Cc1nc2cnccn2c1C(=O)NCc1ccc(F)cc1F
 : 1%[172 µM]	/	/	5	-21%[138 µM]	/	/
O=C(NCCc1ccccc1)c1ccc2c(c1)N(Cc1ccccc1)C(=O)c1ccccc1S2(=O)=O
 : /	/	-2%	13	/	-18%	/
CCOCCn1c(=O)n(CCN2C[C@H]3CC[C@H]2C3)c2cc(C(=O)O)cnc21
 : -16%	2%	-29%	-12	0%	3%	-1%
Cc1ccc(NC(=O)Cn2cc3c(n2)CCCC3)c(Cl)c1
 : /	/	12%	6	/	5%	/
C[S+](=O)([O-])N1CC2(CCCCN2Cc2ccccn2)Cc2ccccc21 (stereo not drawn)
 : -18%	-3%	2%	-15	-16%	2%	/
O=C(c1cc(-c2ccc(Br)cc2)n[nH]1)N1CCN(S(=O)(=O)c2ccc(Br)s2)CC1
 : /	/	-12%	-4	/	-8%	/
COc1ccccc1N1CCN(c2ncccc2-c2nc(-c3ccc(Cl)cc3)no2)CC1
 : /	/	13%	-7	/	-9%	/
Cc1cc(C)c2c(CC(=O)N3CCN(c4cccc(Cl)c4)CC3)coc2c1
 : /	/	32%[activator]	-6	/	10%	/
CCc1noc(-c2cn(C3CCN(C(=O)C4(c5ccccc5)CC4)C3)nn2)n1 (stereo not drawn)
 : -5%	i	3%	12	0%	-10%	13%
O=C(NCc1ccc(F)cc1)C1CCc2nnc(C3CCN([S+](=O)([O-])c4ccccc4)CC3)n21 (stereo not drawn)
 : i	2%	14%	-7	i	2%	/
CN(Cc1ccccc1)[C@@H]1[C@H](O)[C@H](CO)O[C@@H]1CNC(=O)Nc1ccc(F)cc1F
 : ?	-12%	-7%	-14	2%	3%	-1%
N#Cc1cccc(CN2CCOC[C@H]2c2ncc(-c3ccc(Cl)cc3)[nH]2)c1
 : ?	0%[88.5 µM]	?	-4	100µM*	?	-3%[172 µM]
CC(C)C1C(=O)NCCN1C(=O)c1coc(COc2ccc3c(c2)OCO3)n1 (stereo not drawn)
 : 4%	?	2%	-7	-13%	0%	-7%
Cc1cccc(NC(=O)CSc2nc(-c3cccs3)cc(C(F)(F)F)c2C#N)c1C
 : /	/	-24%	-12	/	1%	/
NC(=O)N1CCCC(C(=O)NCCCn2nccc2C2CC2)C1 (stereo not drawn)
 : -7%	1%	3%	-2	-24%	-6%	0%
COC(=O)C[C@H]1c2cccnc2C(=O)N(C)[C@@H]1C(=O)NCCc1ccccc1
 : ?	-5%[27.3 µM]	-21%[25.6 µM]	4	?	-6%[23.9 µM]	/
O=C(NCCc1ccc(Cl)cc1)c1ccc2nnc(C3CC3)n2c1
 : ?	4%	2%	-1	?	-7%	/
CN(C)c1ccc2ncc(Nc3ccccc3-c3ccccc3)n2n1
 : 63µM*	i	-25%[87.6 µM]	-18	28µM*	2%[87.6 µM]	?

(next part)
Values run as follows: HEK293 tox	GPT2 inh	SNCA expr inhib	IP6K1 inhibitor	3T3 cytotox	SNCA viab count	Luciferase inh
CC1=C(c2ccc(C)cc2)S(=O)(=O)N(Cc2ccc(C(=O)Nc3ccc(C)c(F)c3)cc2)C1=O
 : /	/	-2%	-15	/	-9%	/
O=C(Nc1c(C(=O)N2CCN(c3ccccc3)CC2)oc2ccccc12)c1ccccc1F
 : /	/	1%	5	/	8%	/
O=C(Nc1cccc(F)c1)N1CCCC(Cn2c(C3CC3)nc3cccnc32)C1 (stereo not drawn)
 : 2%	1%	8%	-5	?	-8%	5%
CCn1cc(C(=O)N[C@@H]2CN(c3ncccn3)C[C@H]2CO)cn1
 : i	i	?	2	-5%	-2%	0%
COc1cccc(CNC(=O)c2cc3c(=O)oc4ccc(C)cc4c3s2)c1
 : /	/	37%[activator]	-8	/	9%	/
O=C1CC(c2nnc(Cc3c(F)cccc3Cl)o2)CN1c1ccccc1 (stereo not drawn)
 : /	/	49%[activator]	0	/	8%	/
CCc1cccc(C)c1NC(=O)Cn1nc2n(c1=O)CCCCC2
 : 0%	i	-19%	11	-2%	2%	-10%
CCOc1cc(=O)n2c(c1C(=O)Nc1ccc(F)c(C)c1)CCCC2
 : ?	0%	28%	-7	3%	-7%	11%
COc1ccc(CN2CC3(Cc4ccccc4NC3=O)C2)cc1
 : -15%	-3%	-12%	-6	3%	2%	/
Cc1nn2c(c1-c1ccnn1C(C)C)N(C(=O)Cc1cccc(F)c1)CCC2
 : -1%[172 µM]	-9%[88.5 µM]	-10%[87.6 µM]	-5	?	-1%[87.6 µM]	-7%[172 µM]
COc1ccc2oc(=O)c(C(=O)NCCc3c(C)[nH]c4ccc(F)cc34)cc2c1
 : /	/	-29%	-4	/	5%	/
O=C(CN1C(=O)CCC1=O)N1CCCCCCn2c(nnc2-c2ccc(F)cc2)CC1
 : i	i	-9%	0	-13%	-6%	-7%
CC(=O)Oc1c(-c2ccc(NC(=O)c3ccco3)cc2)c(-c2cccc(C)c2)nn1-c1ccc(F)cc1
 : ?	25µM*	6%	-6	?	-6%	?
COc1cc2c(=O)n(CCC(=O)NCC3CCCO3)c(=O)n(CC(=O)Nc3c(C)cccc3C)c2cc1OC (stereo not drawn)
 : /	/	-27%	-11	/	-6%	/
COc1cccc(C(=O)N2CCC(N3C(=O)c4c(c(C)nn4-c4ccccc4)C3C)CC2)c1 (stereo not drawn)
 : 40µM*	/	/	4	?	/	/
O[C@@H]1CC(CNCc2nccs2)(COc2cccnc2)C[C@@H]1O (stereo partly drawn)
 : 4%[172 µM]	-16%[88.5 µM]	-4%[87.6 µM]	16	-1%[174 µM]	2%[87.6 µM]	-4%[172 µM]
CCS(=O)(=O)N1CC[C@H]2C(=O)NCCCCCN(Cc3cccnc3)[C@@H]2C1
 : 0%	i	-13%	5	-14%	6%	-3%
O=C(N1CCSCC1)C1(c2ccc(Cl)cc2)CCOCC1
 : -25%	-19%	0%	9	-21%	5%	/
COc1ccccc1CNC(=O)C1CCN(C(=O)N2CC3CC(C2)[C@H]2CCCC(=O)N2C3)CC1 (stereo partly drawn)
 : 6%	-5%	?	20	-6%	-4%	-7%
CC(C)Cc1cn(C2CCN(CC(C)c3ccccc3)CC2)nn1 (stereo not drawn)
 : -24%	-2%	-9%	-1	?	-14%	0%
O=C(O)CCSc1nnc(-c2ccc(Cl)cc2Cl)o1
 : /	/	?	-23	/	15%	/
CC[C@@H](O)C[C@@H]1C(C)=C[C@@H]2CCCC[C@@H]2[C@@]1(C)C(=O)O
 : /	3%	/	2	/	0%	/
O=C(Nc1cccc(NC(=O)c2ccc(Br)o2)c1)c1ccccc1
 : /	/	25%	1	/	0%	/
Cc1cccc(C(=O)N2CCC3(CC2)N=C(c2cccc(Br)c2)NO3)c1
 : -28%	1%	1%	-17	?	-14%	-2%
CC(C)c1ccc(C(=O)N2CCC3(CC2)OC(=O)N(Cc2ccc(O)cc2)C3(C)c2ccccc2)cc1 (stereo not drawn)
 : ?	-16%	-32%	-11	?	-15%	0%
COc1ccc(NC(=O)Cn2c(-c3ccc(F)cc3)nc(C)c(CCO)c2=O)cc1OC
 : ?	?	?	-7	?	-15%	-10%
CCC(CC)C(=O)NC[C@H]1O[C@@H](CC(=O)N2CCN(c3ccc(F)cc3)CC2)[C@H](O)[C@@H]1O
 : 4%	-19%	-7%	-11	-27%	5%	-6%
COC[C@@H]1CN(S(=O)(=O)c2ccc(C)cc2)C[C@H]1c1ccncc1
 : -25%	-7%	11%	-10	-28%	-4%	5%
Cc1cc(C)n2nc(NCc3ccccc3Cl)nc2n1
 : /	/	2%	14	/	-16%	/
Cn1ccc(C(=O)N2CC3ON=C(C(=O)NCCc4ccc(Cl)cc4)C3C2)n1 (stereo not drawn)
 : i	i	18%	2	4%	8%	/

Arranged by heavy-atom count (highest first): 3 of the compounds above.
Values run as follows: HEK293 tox	GPT2 inh	SNCA expr inhib	IP6K1 inhibitor	3T3 cytotox	SNCA viab count	Luciferase inh
Cc1nn2c(c1-c1ccnn1C(C)C)N(C(=O)Cc1cccc(F)c1)CCC2
 : -1%[172 µM]	-9%[88.5 µM]	-10%[87.6 µM]	-5	?	-1%[87.6 µM]	-7%[172 µM]
Cc1cccc(C(=O)N2CCC3(CC2)N=C(c2cccc(Br)c2)NO3)c1
 : -28%	1%	1%	-17	?	-14%	-2%
O=C(O)CCSc1nnc(-c2ccc(Cl)cc2Cl)o1
 : /	/	?	-23	/	15%	/

Source: PubChem (National Center for Advancing Translational Sciences (NCATS))

The list is partial; count on the stated rates, not on these rows.
